# LDHA inh: inhibitors of human lactate dehydrogenase A | P00338 | purified LDHA, NADH/diaphorase-resazurin fluorescence; active compounds read low | activity change, % (values are at about 110 or 230 µM) | actives 0.15% (n = 480,000); in the data active means activity change below about -30%; inconclusive means mostly about -25% to -30%;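 further: plate controls were DMSO wells for no effect and wells without enzyme for full effect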
#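 Human LDH5 at 2 nM final in Tris HCl pH 7.4 with 0.06 mM NADH and 0.2 mM pyruvate, reacted 5 minutes at room temperature. Remaining NADH coupled via diaphorase/resazurin; resorufin fluorescence read at 0 and 20 minutes, normalized to enzyme-free and DMSO wells.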
# ERG Ets-DNA blk: inhibitors of human ERG Ets domain-DNA interaction. fluorescence polarization, His-ERG Ets domain / labelled DNA. actives 0.028% (n = 370,000). Potency, µM (highest dose often 76.9 µM), without a hit: at the top dose FP activity, negative = inhibition, most hits filed as inhibitors. P11308; active means well fitted inhibition curve with a large enough effect in the polarisation, with a control signal flat; inconclusive means small, poorly fitted or top-dose-only effect, or effect the other way, or a change in a side signal; inactive means no such curve, though single readings can be large or run the other way; the % refers to the polarisation;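 further: polarization taken with two DNA probes labelled with fluorescein and Texas red; potency means the concentration at half of the fitted maximal effect; % of control where 0% means no effect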
#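 His-tagged ERG Ets domain (1 uM in the protein solution; 300mM KCl, 50mM Tris-HCl, 1mM EDTA, 1mM DTT, pH 7.5) received compound, then a probe mix of 5 nM fluorescein-DNA and 100nM Texas-615-DNA. Fluorescence polarization was read for both dyes.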
# APE1 inh: inhibitors of human APE1 endonuclease; actives 0.35% (n = 350,000); P27695; Potency, µM (top dose mostly 65.8 µM), for the others: at the top dose activity change, negative = inhibition, actives largely listed as inhibitors; recombinant APE1, TAMRA/BHQ-2 abasic DNA cleavage fluorescence;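 further: potency means the concentration at half of the fitted maximal effect; plate controls were vehicle for no effect and reference inhibitor for full effect; nearly all actives have a fitted effect of over 55% in size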
#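 APE1 at 0.75 nM preincubated 15 min at room temperature with compound. Reaction then started with 50 nM double-stranded THF-abasic substrate labelled with TAMRA/BHQ-2, and 525/598 nm fluorescence read kinetically. Activity taken as third-minus-first read difference, normalized to DMSO and NSC13755 controls.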
# 12-LOX inh: inhibitors of human 12S-lipoxygenase ALOX12; P18054; purified 12hLO, xylenol orange hydroperoxide absorbance; actives 1.1% (n = 580,000); AID 1671190; Potency, µM (series often up to 108 µM), without a hit: at the highest dose activity change, negative = inhibition, hits mostly inhibitors; further: potency means the concentration at half of the fitted maximal effect; on the % scale 0 is the no-effect control and ±100 the full control effect
# Target sequence (P18054 whole entry, looked up): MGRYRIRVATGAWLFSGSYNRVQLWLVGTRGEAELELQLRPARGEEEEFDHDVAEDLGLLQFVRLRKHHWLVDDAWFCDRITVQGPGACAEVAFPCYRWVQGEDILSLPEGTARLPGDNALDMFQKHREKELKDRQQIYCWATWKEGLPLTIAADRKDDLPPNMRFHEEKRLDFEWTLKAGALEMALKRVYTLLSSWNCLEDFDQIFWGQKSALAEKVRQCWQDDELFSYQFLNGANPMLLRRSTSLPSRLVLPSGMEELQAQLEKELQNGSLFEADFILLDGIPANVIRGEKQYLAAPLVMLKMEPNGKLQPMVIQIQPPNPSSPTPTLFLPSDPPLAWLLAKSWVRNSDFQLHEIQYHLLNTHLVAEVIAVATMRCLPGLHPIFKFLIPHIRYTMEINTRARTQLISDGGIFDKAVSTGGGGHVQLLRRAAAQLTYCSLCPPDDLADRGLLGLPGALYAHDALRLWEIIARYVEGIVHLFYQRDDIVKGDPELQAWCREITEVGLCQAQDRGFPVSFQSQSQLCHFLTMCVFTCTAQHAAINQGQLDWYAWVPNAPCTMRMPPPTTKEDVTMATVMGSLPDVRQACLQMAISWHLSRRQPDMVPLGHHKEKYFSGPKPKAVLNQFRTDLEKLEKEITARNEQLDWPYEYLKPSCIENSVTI
#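 Purified human 12hLO (150 nM final) in 25 mM Hepes, 0.01% Triton X-100, pH 7.0 was preincubated 15 min at room temperature with compound. Then 40 uM arachidonic acid was added, 30 min. Hydroperoxide was read by Fe-XO absorbance ratio 573/405 nm.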
# POLK inh: blocks human DNA polymerase kappa activity; Q9UBT6; purified Pol kappa, fluorescent DNA synthesis assay, 10 min; Potency, µM (doses to about 107 µM), inactives show at the top dose activity, negative = inhibition, actives largely listed as inhibitors; actives 0.53% (n = 400,000); AID 588579; further: potency means the concentration at half of the fitted maximal effect; on the % scale 0 is the no-effect control and ±100 the full control effect
#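 Activity was followed as the change in fluorescence between reads at 0 and 10 min after starting the reaction with 50 nM substrate. Beforehand, 10 nM polymerase had been preincubated with compound for 15 min at room temperature.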
# POLH inh: DNA polymerase eta (human) inhibition | Q9Y253 | recombinant Pol eta, fluorescent DNA replication assay | Potency, µM (doses to about 114 µM), without a hit: top-dose activity change, negative = inhibition, usual class: inhibitors | actives 1.2% (n = 390,000); further: potency means the concentration at half of the fitted maximal effect; on the % scale 0 is the no-effect control and ±100 the full control effect
#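 Pol eta at 10 nM preincubated with compounds 15 min at room temperature; reaction started with fluorescent substrate (50 nM final) and read kinetically at 0 and 10 min.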
# POLB inh: inhibitors of human DNA polymerase beta. P06746. Pol beta primer extension/strand displacement, fluorescence kinetic. Potency, µM (series often up to 114 µM), without a hit: at the highest dose activity change, negative = inhibition, usual class: inhibitors. actives 1.3% (n = 340,000); further: potency means the concentration at half of the fitted maximal effect; on the % scale 0 is the no-effect control and ±100 the full control effect
#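 Kinetic readout of DNA synthesis with strand displacement by Pol beta. Compound and 10 nM enzyme sit 15 min at room temperature; 50 nM substrate starts the reaction, read immediately and at 10 min.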
# Anesthetic bind: binds horse apoferritin like a general anesthetic | P02791 | apoferritin/1-aminoanthracene competitive binding, fluorescence | Potency, µM (top dose mostly 77.5 µM), for inactives: at the top dose activity change, negative = displacement, most hits filed as inhibitors | actives 0.074% (n = 350,000); further: potency means the concentration at half of the fitted maximal effect; on the % scale 0 is the no-effect control and ±100 the full control effect; nearly all actives have a fitted effect of over 20% in size
# Target sequence (P02791 2-175 limits assumed): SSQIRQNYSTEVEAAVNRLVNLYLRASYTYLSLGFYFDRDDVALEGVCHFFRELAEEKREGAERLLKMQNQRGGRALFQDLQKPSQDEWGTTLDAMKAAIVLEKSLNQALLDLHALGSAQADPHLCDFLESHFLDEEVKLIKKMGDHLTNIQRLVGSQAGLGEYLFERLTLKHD
#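 In PBS, apoferritin at 10 uM is loaded with 1-AMA from a 50% saturated solution. After 10 min of compound exposure at ambient temperature, reduced 535 nm fluorescence indicates probe displacement.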
# RGS4 inh: blocks human RGS4-accelerated GTP hydrolysis; P49798; Transcreener GDP fluorescence polarization, RGS4-accelerated GTP hydrolysis; Potency, µM (top dose mostly 114 µM), for the others: at the highest dose activity change, negative = inhibition, actives largely listed as inhibitors; actives 0.039% (n = 390,000); further: potency means the concentration at half of the fitted maximal effect; on the % scale 0 is the no-effect control and ±100 the full control effect; nearly all actives have a fitted effect of over 75% in size; some results filed as inactive show a strong effect at the top dose
# Target sequence (P49798 whole entry, looked up): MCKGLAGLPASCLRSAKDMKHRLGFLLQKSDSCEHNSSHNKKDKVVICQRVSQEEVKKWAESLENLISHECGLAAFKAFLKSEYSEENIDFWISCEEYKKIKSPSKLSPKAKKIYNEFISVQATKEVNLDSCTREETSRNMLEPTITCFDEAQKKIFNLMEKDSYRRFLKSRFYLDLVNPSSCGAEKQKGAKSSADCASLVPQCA
#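 MLSMR compounds (23 nl, pin-transferred) preincubated 10 min at room temperature with a 500nM (2x) first reagent, then RGS4 at 900nM (2x) plus Transcreener GDP mix added; fluorescence polarization (620/688 nm) read before and after 90 min at 30 °C.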
# The depositor's hits bear a star; i = inactive; ? = inconclusive; nt = not tested or not shown; & = joins results of further samples; [ ] = dose if it differs, or a comment. Unless noted, the call rests on the fitted dose curve; in most records, active means well fitted curve in the direction sought with a large enough effect; inconclusive means small, poorly fitted or top-dose-only effect, or another doubt; inactive means no such curve, though single readings can be large; an effect the other way counts as inactive or inconclusive. The list is partial; count on the stated rates, not on these rows.
SMILES,LDHA inh,ERG Ets-DNA blk,APE1 inh,12-LOX inh,POLK inh,POLH inh,POLB inh,Anesthetic bind,RGS4 inh
COC(=O)c1ccc(/C=N/n2cnnc2)cc1,1,nt,20%,6%[57.4 µM],-7%,-7%,2%,-3%,-15%
Cn1c(SCC(=O)NCc2ccco2)nnc1-c1cccs1,-3,-3%,-1%,12%,-4%,-4%,18%,-12%,6%
O=C(O)c1cccc([N+](=O)[O-])c1C(=O)Nc1nc2ccccc2s1,-2,-4%,-2%,-1%,1%,-4%,5%,-8%,10%
CCOC(=O)CC(NC(=O)c1cc2cc(OC)ccc2oc1=O)c1ccc(OC)cc1 (centres undefined),-4,-1%,nt,-17%,-13%,-2%,1%,-2%,1%
CCCC(=O)Nc1ccc2oc(-c3cccnc3)nc2c1,2&0,4%,0%,?,1%,-5%,?,-9%,-8%
Cc1cccc(C(=O)OCC(=O)N2CCN(C(=O)c3ccco3)CC2)c1O,-7,-4%,29%,15%,-9%,-11%,nt,nt,4%
CCOC(=O)c1scc(-c2ccccc2)c1S(=O)(=O)Nc1ccccc1F,0,4%,nt,?,-21%,-15%,-24%,57%[activator],-15%
Cc1ccc(NC(=O)CNC(=O)c2ccc3c(c2)OCO3)nc1,-8,-3%,31%,i,-12%,-16%,4%,-8%,-5%
COc1ccc(OC)c(C(c2nnnn2Cc2ccccc2)N2CCN(C)CC2)c1 (centres undefined),1,7%,0%,?,-3%,-20%,18%,-6%,0%
CCC1CCCCN1CCCNC(=O)c1ccc2c(c1)c(C)c(C)n2C (centres undefined),-1,11%,14%,-12%,-4%,-9%,1%,-7%,18%[11.4 µM]
COc1ccc(CNC(=O)c2cc(-c3ccc(OC)c(OC)c3)on2)cc1,-4,-6%,-1%,?,-2%,-7%,1%,5%,-27%
CCOC(=O)c1c(NC(=O)COC(=O)Cn2cnc3c2c(=O)n(C)c(=O)n3C)sc(C)c1CC,3,-1%,9%,11%,-2%,-12%,nt,nt,-34%
O=S(=O)(Nc1ccncc1)c1cc(Cl)c(Cl)cc1Cl,-9,-5%,16%,-33%,-8%,-9%,25%,2%,-19%
Cc1cccc(NC(=S)N2CCC(N(C)CC3CCCO3)CC2)c1 (centres undefined),-9,9%,-5%,9%,-17%,-1%,22%,-4%,13%
Cc1cc(NS(=O)(=O)c2ccc(NC(=O)/C=C/c3ccc(Br)cc3)cc2)no1,-12,3%,17%,2%,-2%,6%,12%,-7%,-1%
O=C(/C=C/NNC(=O)c1ccc(Cl)cc1)c1ccccc1,5,-3%,1%,?,-11%,-4%,13%,-19%,1%
COc1ccc(S(=O)(=O)Nc2nccs2)cc1OC,-1,-2%,4%,0%,-22%,-5%,0%,0%,-25%
COc1ccc(N(CC(=O)Nc2cccc(Cl)c2C)S(=O)(=O)c2c(C)nn(C)c2C)cc1,0,-3%,nt,-15%,-10%,?,?,-3%,-2%
CCOc1ccc(N(CC)S(=O)(=O)N2CCCC(C(=O)Nc3cc(Cl)ccc3C)C2)cc1 (centres undefined),0,-4%,nt,-2%,-10%,-14%,-1%,95%[activator],-14%
COc1ccccc1CNc1ccc(-c2nc(-c3ccncc3)no2)cc1[N+](=O)[O-],-1,-1%,nt,-4%,-1%,-17%,0%,-19%,-11%
COc1cc(/C=N/n2c(-c3n[nH]c4c3CCC4)n[nH]c2=S)cc(OC)c1O,11,25%,-1%,?,5%,-9%,8%,-6%,-21%
CC(C)c1ccc(NC2CCCN(C(=O)c3ccco3)C2)cc1 (centres undefined),1,-24%,44%,-15%,9%,-19%,7%,?,-11%
Cc1[nH]c2c(Br)cccc2c1[C@H]1[C@@H](CC#N)C1(C)C,0,-6%,-3%,?,-12%,-20%,?,?,-49%
COc1ccc(-c2cc(C(=O)Nc3c(C(=O)c4ccc(Cl)cc4)oc4ccccc34)no2)cc1,-3,-2%,nt,-2%,-27%,-3%,2%,9%,7%
Cc1ccccc1NS(=O)(=O)c1ccc(C(=O)NCC(c2ccco2)N2CCCCC2)cc1 (centres undefined),0,3%,-2%,-9%,-7%,-8%,nt,nt,45%
CC1CCCCC1NC(=O)CNC(=O)c1cccs1 (centres undefined),-5,-3%,23%,19%,-25%,-23%,nt,nt,-15%
COc1ccc(S(=O)(=O)N2CCCCC2)cc1NC(=O)c1c(F)cccc1Cl,3,6%,4%,3%,-16%,-11%,nt,nt,-5%
Cc1ccnc(NS(=O)(=O)c2ccc(NC(=O)C(C)(C)Oc3ccc(Cl)cc3)cc2)n1,-10,-6%,nt,?,-10%,-13%,?,-4%,0%
COc1ccc(C(C(=O)NC2CCCCC2)N(C(=O)Cc2c[nH]c3ccccc23)c2ccccc2C)cc1OC (centres undefined),1,2%,-8%,-2%,-1%,-21%,-3%,-5%,-46%
CCCCC[C@@H](/C=C/C1C(=O)C=C[C@H]1C/C=C\CCCC(=O)OC)OC(C)=O (some centres undefined),2,-1%,nt,-13%,-4%,?,nt,nt,?
COc1ccccc1NC(=O)c1cc(N)cc(C(=O)Nc2ccccc2OC)c1,0,0%,nt,35%,-3%,-8%,nt,nt,-23%
CC1Cc2ccccc2N1S(=O)(=O)c1cccc2nsnc12 (centres undefined),-2,nt,-14%,5%,-5%,-12%,-24%,-6%,0%
COc1cc(-c2nnc(-c3cc(OC)c(OC)c(OC)c3)o2)cc(OC)c1OC,-3,2%,6%,-17%,-9%,-22%,1%,-1%,40%
CC(CCc1ccccc1)NC(=O)CSc1n[nH]c(-c2ccccc2)n1 (centres undefined),1,-1%,nt,0%,-6%[60.1 µM],-10%,-6%,-13%,4%
COc1ccc(OC)c(-c2cn(S(=O)(=O)c3ccccc3)nc2N)c1,-3,8%,1%,7%,-7%,-18%,-16%,-18%,9%
NC(=O)C1(N2CCCCC2)CCN(Cc2nc3ccccc3c(=O)[nH]2)CC1,-8,nt,-2%,3%,-4%,-4%,-16%,1%,-3%
CCOC(=O)c1[nH]c2ccc(OCC)cc2c1CCCN1C(=O)c2ccccc2C1=O,3,-7%,12%,-5%,3%,-21%,-3%,-12%,-29%
COc1cc2c(-c3ccccc3Cl)nc3c(c(C)nn3-c3ccccc3)c2cc1OC,-2,6%,nt,-11%,-2%,-23%,-16%,344%[activator],-6%
CN1CCN(C(=O)CNC(=O)c2cccs2)CC1,-6,4%,12%,-3%,-1%,?,nt,nt,11%
Cc1ccc(NC(=O)c2c(C)oc3ccc(O)c(CN4CCCCC4)c23)cc1,8,2%,nt,-71%,-3%,-21%,?,-1%,3%
CC(=O)c1ccc(OCCCC(=O)n2nnc3ccccc32)cc1,-5,10%,3%,0%[57.4 µM],-1%,-3%,30%,-7%,?
COc1ccc(Cl)cc1NC(=O)CSc1nc(=O)[nH]c2c1CCC2,-8,0%,nt,4%,12%,-6%,0%,-6%,26%
CCn1nc(C(=O)N2CCN(Cc3nc4ccccc4s3)CC2)c2ccccc2c1=O,1,12%,46%[activator],?,-1%,-17%,nt,nt,-11%
Cc1ccc(S(=O)(=O)N(C)C)cc1NC(=O)COC(=O)c1ccc2c(c1)OCCO2,1,0%,0%,-5%,11%,-10%,33%,-9%,9%
NC(=O)c1ccc(NS(=O)(=O)c2ccc3ccccc3c2)cc1,2,-16%,31%,0%,0%,-12%,3%,-3%,-26%
CCOc1ccccc1N(CC(=O)NCc1ccco1)C(=O)CCC(=O)Nc1nccs1,-8,4%,3%,30%[activator],-7%,-19%,30%,-9%,-17%
CC1(C)CC(=O)C(=Cc2cn(-c3ccccc3)nc2-c2ccc(Cl)cc2)C(=O)C1,-4,4%,0%,?,-3%,-2%,35%,-6%,-18%
CNC(=S)Nc1ccc(Nc2ccccc2)cc1,0,2%,-1%,?,-7%,-8%,21%,?,5%
C=CCn1c(C(C)NC(=O)c2cccs2)n[nH]c1=S (centres undefined),-9,2%,1%,2%,3%,-16%,0%,-8%,-19%
Cc1ccc(S(=O)(=O)N2[C@@H](c3ccc(F)cc3)C(C(=O)O)=CC[C@H]2c2cccc(C)c2)cc1,-9,-12%,14%,-34%,-14%,-7%,nt,nt,21%
COc1ccc(N2CCN(C(=O)c3ccc(CSc4ccccc4)cc3)CC2)cc1,-2,-20%,-2%,-7%,-2%,-11%,7%,-14%,-3%
CC(C)(C)c1ccc(C(=O)N2CCC(c3noc(-c4ccc(S(=O)(=O)N5CCCC5)cc4)n3)CC2)cc1,-3,2%,nt,-24%,9%,-4%,19%,-8%,13%
CN1Cc2ccccc2N(CC(=O)NCc2ccccc2)C1=O,-14,-1%,6%,-1%,12%,3%,7%,-8%,-1%
Cc1ccc2nc(Cn3cc(C(F)(F)F)ccc3=O)cc(=O)n2c1,-10,-7%,-4%,-7%,-17%,-11%,0%,-6%,11%
